PGC1a acetyl inh: lowers PGC1a acetylation signal in U2OS cells. AlphaScreen anti-acetyl-lysine; with virally co-expressed GCN5 acetyltransferase. inhibition, % at 15.6 µM. actives 0.17% (n = 350,000);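 active = every replicate shows inhibition of at least 40%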;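 note: 0% = neutral control wells and 100% = positive control wells; some results beyond the cut were filed as inactive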
miR122 inh: inhibitors of miR-122 in Huh7 cells; Huh7 miR-122 Renilla luciferase sensor, 48 h; neutral wells = 0, positive control = 100; activation (reporter increase), % at 12.5 µM; actives 0.3% (n = 340,000);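 active = mean replicate activation score at least 90 and every replicate individually at or above 90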;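 note: higher luciferase means less miR-122 activity so hits act as miR-122 inhibitors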
EWS-Fli block: blocks EWS/Fli oncoprotein-driven transcription | A673 NR0B1-luciferase reporter, viability-normalised | inhibition, % at 12.6 µM | actives 0.67% (n = 350,000) | AID 651661;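 active = mean inhibition of at least 50% after viability correction, with every replicate also passing that limit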;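 note: firefly luciferase signal divided by Alamar Blue viability fluorescence both relative to DMSO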
PAX8 reporter: lowers PAX8-driven luciferase in RMG-I cells; RMG-I TPO-luciferase reporter, SteadyGlo, 24 h; inhibition, % at 12.6 µM; actives 1.2% (n = 360,000); AID 652154;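 active = mean replicate inhibition at least 60% with every replicate also reaching 60%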;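 note: luciferase light reporting Pax8 driven TPO promoter activity; plate controls were median of neutral control wells for no effect and mitoxantrone controls for full effect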
Cneo AK release: causes C. neoformans cell lysis; adenylate kinase release luminescence, 4 h; normalised: neutral wells 0, clomiphene wells 100; lysis activity, % at 15 µM; actives 0.2% (n = 360,000); AID 651654;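 active = mean lysis activity across replicates of at least 80%, whatever share of replicates individually reach that level; inactive = mean lysis activity below 80%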
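Test system: log-phase Cryptococcus neoformans yeast cells; Quantity: yeast cell density of 5 × 10^6 cells/mL; Buffer or medium: YPD; Doses: single compound concentration per well; Timing: 4 h at 37 °C static, read 1 h later; Measured by: AK luminescence; Read-out basis: lysis from increased AK signal; Control set: Clomiphene as positive control.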
FN deposition inh: fibronectin deposition inhibition; AH1F fibroblasts, Alexa488-fibronectin deposition fluorescence, overnight; inhibition, % at 12.6 µM; actives 0.086% (n = 350,000); AID 743247;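 active = mean inhibition across replicates of 30% or more, regardless of how many single replicates reach that level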;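 note: positive control wells lacked labelled fibronectin entirely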
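Assay system: AH1F fibroblast monolayer, labelled fibronectin deposition. Amount: 10000 cells per well. Also added: labelled fibronectin 24 nM. Compound: single-point pinned compound. Incubation: cell attachment 1 h, compound and FN exposure overnight. Detection: fluorescence after three HBSS washes, excitation 485 nm, emission 525 nm. Read-out: inhibition of fibronectin deposition signal.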
LGR2 antag: Drosophila LGR2 receptor signaling inhibition | HEK293 LGR2, CRE-luciferase, bursicon-stimulated, 4 h | inhibition, % at 9.99 µM | actives 0.35% (n = 380,000) | AID 720647;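 active = drop in luminescence signal, shown as inhibition above about 50% in the replicate tests, limit read from the data, passing the limit was not always enough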;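 note: agonist challenge used bursicon conditioned medium at about half maximal strength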
CASP6 VEID inh: inhibitors of human caspase-6; P55212; purified caspase-6, Z-VEID-R110 cleavage fluorescence; inhibition, % at 12.5 µM; actives 0.53% (n = 350,000); AID 686996;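 active = mean inhibition across replicates at least about 35%, with every replicate also reaching that limit, limit read from the data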;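 note: 0% = median of neutral control wells and 100% = no fluorescence left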
Target sequence (P55212 24-179 limits assumed): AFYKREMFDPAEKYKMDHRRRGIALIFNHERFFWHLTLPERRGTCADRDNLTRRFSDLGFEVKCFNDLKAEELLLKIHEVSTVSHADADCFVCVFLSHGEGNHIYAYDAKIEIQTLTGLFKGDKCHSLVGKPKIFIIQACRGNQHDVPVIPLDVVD
Target sequence (P55212 194-293 limits assumed): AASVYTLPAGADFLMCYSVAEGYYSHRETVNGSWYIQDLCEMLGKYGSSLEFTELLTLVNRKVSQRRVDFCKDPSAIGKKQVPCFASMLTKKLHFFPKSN
Active calls of the source: *; . = no result given; [ ] = dose if it differs, or a comment. No enrichment for hits; overall some 2.5% were active at least once.

SMILES	PGC1a acetyl inh	miR122 inh	EWS-Fli block	PAX8 reporter	Cneo AK release	FN deposition inh	LGR2 antag	CASP6 VEID inh
Cc1ccc(C)c(NC(=O)c2ccc3nccnc3c2)c1	1.7	-8.5	-36.6	-15.7	1.1	6.2	6.0	0.1
NS(=O)(=O)c1ccc(NC(=O)COC(=O)CN2C(=O)C3CC=CCC3C2=O)cc1 (configuration not stated)	8.3	3.5	-5.3	-0.1	-0.5	3.6	0.9	6.9
Cc1sc2nc(SCC(=O)C(C)(C)C)n(Cc3ccco3)c(=O)c2c1C	.	75.7	.	35.7	4.3	2.0	.	.
COc1ccccc1C(=O)NCCC(=O)NCc1cccnc1	11.1	-7.3	-1.7	4.6	0.5	2.3	11.5	-135.5
Cc1noc(C)c1S(=O)(=O)Nc1ccc2c(c1)CC(=O)N([C@H](C)CO)C[C@H](C)[C@H](CN(C)Cc1ccc(-c3ccccc3)cc1)O2	-2.6	-2.4[16.7 µM]	-11.8	.	.	.	7.7	0.5
CCS(=O)(=O)c1nc(S(=O)(=O)c2ccc(Cl)cc2)c(N2CCC3(CC2)OCCO3)s1	-4.4	-6.3	.	30.6	-3.3	5.5	-7.2	-0.5
C[C@@H]1CN([C@H](C)CO)C(=O)Cc2cc(NC(=O)CCC(F)(F)F)ccc2O[C@H]1CN(C)C(=O)NC1CCCCC1	7.4	0.6[16.7 µM]	-0.8	-2.6	-5.0	0.6	11.6	2.9
Cc1ccc(NC(=O)CSc2n[nH]c(-c3cccnc3)n2)cc1Cl	.	.	-9.6	19.3	1.0	-3.2	18.1	3.0
CCc1ccc2c(c1)C1(SC(NC(C)=O)=NN1C(C)=O)C(=O)N2CC (configuration not stated)	12.2	-4.3	-5.5	5.2	9.1	-4.5	10.2	-1.2
CCOC(=O)c1ccccc1NC(=O)C1CC(=O)N(c2ccccc2)C1 (configuration not stated)	-18.4	-3.1	3.8	4.4	0.1	-4.2	3.9	2.1
O=C([C@@H]1[C@@H](CO)[C@@H]2Cn3c(ccc(C4=CCCC4)c3=O)[C@@H]2N1CC1CC1)N1CCCCC1	.	.	4.9	-6.1	2.6	.	1.4	-1.6
CC(Sc1nnc(C2CC2)n1C1CC1)C(=O)Nc1cccc(S(=O)(=O)N(C)C)c1 (configuration not stated)	-2.7	-1.5	2.4	-1.9	-0.8	7.9	-11.0	-1.0
CCc1ccc(-n2cc(-c3ccc([N+](=O)[O-])cc3)[nH]c2=S)cc1	.	.	4.5	-0.7	.	4.9	-58.4	-0.9
C[C@H](CO)N1C[C@H](C)[C@H](CN(C)Cc2ccccc2)Oc2cc(/C=C/c3ccccc3)ccc2S1(=O)=O	-17.3	-31.2[16.7 µM]	22.3	3.9	-0.8	.	10.0	-1.9
CC(=O)Nc1ccc(C2(c3ccc(NC(C)=O)cc3)NC(=O)c3ccccc32)cc1	-2.3	1.9	-6.0	-10.2	-0.4	0.3	3.7	-0.8
O=C(O)[C@H]1CCCN1S(=O)(=O)c1cccc2cccnc12	7.0	-6.0	1.8	-10.1	3.6	-5.1	-1.2	2.0
CCOc1cccc(OCCOCCN(C)C)c1	-10.2	-3.7	.	-10.5	0.1	-4.4	5.4	.
COc1ccccc1Nc1nnc(SC(C)C(=O)NC2CC2)s1 (configuration not stated)	1.6	1.1	3.0	-25.6	-2.2	0.2	.	0.9
CCCCCCc1nnc(NC(=O)c2ccco2)s1	.	-7.5	-45.5	-25.0	-2.4	-2.3	.	-2.8
COCCNC(=O)C[C@H]1CC[C@@H]2[C@H](COC[C@H](O)CN2C(=O)c2cc(Cl)cc(Cl)c2)O1	-2.0	-2.4[16.7 µM]	12.8	-0.4	-3.9	7.3	16.5	.
O=C(CCN1C(=O)/C(=C/c2ccc(Cl)cc2)SC1=S)NC1C=CS(=O)(=O)C1 (configuration not stated)	0.7	1.3	.	-7.8	-2.2	-9.0	13.2	1.2
Cc1cc(-c2ccc(C)c(S(=O)(=O)NCC3CCN(Cc4ccc(F)cc4)CC3)c2)on1	-3.8	.	14.9	-7.6	-12.8	8.9	-5.9	-4.3
COc1cc(NC(=O)COC(=O)CSc2ccc3ccccc3c2)c(C)cc1[N+](=O)[O-]	-2.9	-2.7	.	5.1	-1.9	7.2	13.2	.
O=C(Cc1csc(-c2ccccc2)n1)Nc1ccc(C(F)(F)F)cc1	-1.6	24.9	.	17.5	1.3	1.5	3.0	.
CCc1nc(CNC(=O)C2CCC(=O)N(Cc3ccccc3F)C2)no1 (configuration not stated)	-1.0	-3.5	.	-20.3	3.8	-0.8	6.6	-1.8
CCC(=O)N[C@@H]1CC[C@@H](CCn2cc(C3CC3)nn2)O[C@@H]1CO	5.3	.	-2.4	-20.9	1.0	-2.5	2.4	-0.7
COc1ccc(C#Cc2ccc3c(c2)[C@]2(C(=O)N3)[C@H](C(=O)N3CCCCCCC3)[C@H]3C(=O)O[C@H](c4ccccc4)[C@H](c4ccccc4)N3[C@@H]2c2ccc(O)cc2)cc1	.	.	-4.8	4.9	-3.4	.	.	2.9
COCc1ccc(C(=O)NC2CC(C)(C)Cc3c2cnn3-c2ccc(C)cc2)o1 (configuration not stated)	-6.1	0.3	-18.4	.	-6.4	-6.8	-0.2	7.9
C[C@@H]1CN([C@H](C)CO)C(=O)c2cc(-c3cccc(C(=O)N(C)C)c3)cnc2O[C@H]1CN(C)S(=O)(=O)c1ccccc1	1.3	.	-11.2	14.4	2.9	-16.3	-14.7	2.7
O=C(COc1coc(CN2CCc3ccccc32)cc1=O)Nc1ccc([N+](=O)[O-])cc1	-6.1	.	2.4	1.3	-2.1	.	-5.2	3.1
Cc1cc(O)c(CN(C)C)c2c1C(=O)/C(=C/c1ccco1)O2	.	.	-6.9	14.4	-7.6	-5.3	7.7	18.1
CC(C)C[C@H](NC(=O)C1CCN(C(=O)[C@H](Cc2ccccc2)NC(=O)OC(C)(C)C)CC1)C(=O)O	.	.	2.9	-12.2	-0.7	3.9	-4.7	1.7
O=C(O)/C=C/C(=O)Nc1ccccc1C(=O)OCC(=O)c1ccc2c(c1)OCCO2	7.8	.	-2.8	-49.7	.	-7.5	16.7	1.8
COCC(=O)N(C)C[C@H]1Oc2cc(Br)ccc2S(=O)(=O)N([C@@H](C)CO)C[C@@H]1C	-5.8	-0.4[16.7 µM]	-4.5	.	1.2	-7.5	-2.4	2.5
CCn1nccc1C(=O)Nc1ccc(Cl)c(Cl)c1	-14.2	.	.	-105.4	-10.5	-1.4	.	.
COC(CN1CCc2c(C)nc3c(C#N)cnn3c21)OC	9.4	-1.0	0.0	2.1	.	11.0	-10.5	-2.0
CC(C)NC(=O)Nc1ccc2c(c1)C(=O)N([C@H](C)CO)C[C@@H](C)[C@@H](CN(C)CC1CCCCC1)OCCCC[C@@H](C)O2	-6.8	-0.9[16.7 µM]	.	2.2	6.5	1.8	-0.7	-1.4
COc1ccc2oc(C(=O)Nc3ccc(N4CCOCC4)cc3)c(C)c2c1	.	-8.5	-2.8	-11.2	.	-3.2	-11.0	4.6
C=CCN=c1scc(C)n1/N=C/c1ccc(O)c(O)c1	13.1	5.1	-2.2	-11.7	.	-4.6	-40.4	0.3
C=C(C)CN=c1scc(C)n1/N=C/c1ccco1	-13.1	-0.7	.	-5.6	0.0	-2.6	.	.
CCOC(=O)C1(C)CCN1C(=O)c1ccccc1C(F)(F)F (configuration not stated)	-10.6	-3.7	0.0	-1.1	1.8	0.1	3.3	-2.0
NC(=O)COC(=O)CNC(=O)c1sc2ccccc2c1Cl	-7.4	-1.9	-17.2	7.5	-2.2	.	5.3	3.8
C[C@H]1CCCCO[C@H](CN(C)C(=O)Nc2cccc3ccccc23)[C@@H](C)CN([C@@H](C)CO)C(=O)c2cc(NC(=O)CCC(F)(F)F)ccc2O1	-19.0	-10.2[16.7 µM]	15.4	70.6*	-13.6	-2.2	15.8	.
CCOC(=O)c1c(-c2ccc(C)cc2)csc1NC1=NS(=O)(=O)c2ccccc21	.	.	0.7	0.2	.	-6.1	3.5	2.1
CC=Cc1ccc2n(c1=O)C[C@H]1[C@H](CO)[C@@H](C(=O)N3CCOCC3)[C@@H]2N1CC1CC1 (mixture of isomers)	.	-0.8[16.7 µM]	-0.8	.	-4.0	.	12.8	6.5
CCOC(=O)C1CCN(c2nc3ccccc3n2CC(=O)c2ccccc2)CC1	-7.6	.	-4.1	18.2	.	4.0	32.7	-0.1
O=C(Nc1ccc(C(F)(F)F)cc1)N1[C@@H]2CNC[C@H]1C2c1ccc(-c2ccc(F)cc2)cc1 (some centres not stated)	9.7	.	-11.3	-4.8	.	-2.9	-3.9	-3.1
Cc1cc(NCCCO)n2nc(-c3cccs3)cc2n1	-5.0	13.4	6.7	1.9	.	-9.8	-5.0	-4.4
O=S(=O)(Cc1ccccc1)N1CCCCN2[C@H](CO)[C@@H](c3ccc(C#Cc4ccccc4)cc3)[C@H]2C1	-8.7	-5.3[16.7 µM]	13.0	27.6	0.8	.	15.0	-1.4
Cn1nnnc1SCC(=O)N(C1CCCCC1)C1CCCCC1	-14.7	-5.1	.	.	2.4	.	3.9	.
CCC(C)(C)NC(=O)CN(C(=O)CCC(=O)Nc1cc(C)ccn1)c1ccc2c(c1)OCCO2	.	.	7.1	3.8	.	.	15.7	1.5
C[C@@H]1CN([C@@H](C)CO)C(=O)c2cccc(NC(=O)c3nc4ccccc4s3)c2O[C@H]1CN(C)CC1CC1	-0.7	1.7[16.7 µM]	10.9	5.6	7.3	.	-3.6	1.5
COc1ccc(C2CC(c3cccs3)=NN2C(=O)CSc2nnc(N)s2)cc1OC (configuration not stated)	-4.8	-6.2	-0.4	3.4	1.9	.	2.3	2.0

Entries listed so far containing an aryl thioether with sulfur outside any ring (7):
SMILES	PGC1a acetyl inh	miR122 inh	EWS-Fli block	PAX8 reporter	Cneo AK release	FN deposition inh	LGR2 antag	CASP6 VEID inh
Cc1sc2nc(SCC(=O)C(C)(C)C)n(Cc3ccco3)c(=O)c2c1C	.	75.7	.	35.7	4.3	2.0	.	.
Cc1ccc(NC(=O)CSc2n[nH]c(-c3cccnc3)n2)cc1Cl	.	.	-9.6	19.3	1.0	-3.2	18.1	3.0
CC(Sc1nnc(C2CC2)n1C1CC1)C(=O)Nc1cccc(S(=O)(=O)N(C)C)c1 (configuration not stated)	-2.7	-1.5	2.4	-1.9	-0.8	7.9	-11.0	-1.0
COc1ccccc1Nc1nnc(SC(C)C(=O)NC2CC2)s1 (configuration not stated)	1.6	1.1	3.0	-25.6	-2.2	0.2	.	0.9
COc1cc(NC(=O)COC(=O)CSc2ccc3ccccc3c2)c(C)cc1[N+](=O)[O-]	-2.9	-2.7	.	5.1	-1.9	7.2	13.2	.
Cn1nnnc1SCC(=O)N(C1CCCCC1)C1CCCCC1	-14.7	-5.1	.	.	2.4	.	3.9	.
COc1ccc(C2CC(c3cccs3)=NN2C(=O)CSc2nnc(N)s2)cc1OC (configuration not stated)	-4.8	-6.2	-0.4	3.4	1.9	.	2.3	2.0
